# From PubChem
# AMA1 RON2 block = AMA1-RON2 (P. falciparum) interaction inhibition. AlphaScreen AMA1-biotinylated RON2 peptide binding. Potency, µM (top dose mostly 58.2 µM), for the others: at the top dose activity change, negative = inhibition, most hits filed as inhibitors. actives 0.2% (n = 360,000). AID 720542; active = well fitted inhibition curve with a large enough effect; inconclusive = small, poorly fitted or top-dose-only effect; inactive = no such curve, though single readings can be large or run the other way;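 also: potency is read from the fitted curve at half-maximal effect; 0% = vehicle wells and -100% = peptide control; nearly all actives have a fitted effect of over 45% in size; some results filed as inactive show a strong effect at the top dose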
#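 AMA1 (3D7) with his tag at 25 nM final met compounds first, then biotinylated RON2 peptide at 25 nM; detection used donor plus acceptor beads, 10 µg/mL apiece, read by AlphaScreen after 30 min at room temperature.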
# HCMV inh = blocks human cytomegalovirus replication; activity change, negative = inhibition, % at 57.5 µM; actives 4.5% (n = 410,000); HFF cells, HCMV-luciferase reporter, 72 h; hits give low values; in the data active = activity change below about -60%; inconclusive = no clear call, values can overlap the other calls; inactive = above about -39%
#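 HFF cells seeded 16 h at 37C, treated with compounds, infected with luciferase-reporter HCMV at MOI 1 PFU/cell; luciferase read at 72 h post infection, normalized to buffer-only and Salinomycin controls.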
# Starred values were filed as active, the others as inactive; ? = inconclusive; [ ] = remark or other dose. Unless noted, % is scaled to controls: 0 for no effect and ±100 for the full control effect. Not all compounds are listed; count on the stated rates, not on these rows.
structure,AMA1 RON2 block,HCMV inh
CC1(C(=O)NCc2cccc(Cl)c2)Cc2c(-c3cccc(C(N)=O)c3)ccnc2O1 (stereo unspecified),-6%,21
Cc1c(C(=O)NCc2ccc3c(c2)OCO3)sc(=O)n1Cc1ccc(-c2ccccc2)cc1,-27%,-67*
COCOCCn1cc(CN2CCS(=O)(=O)N(Cc3ccc(-c4ccc(Cl)c(Cl)c4)cc3)C(C(C)C)C2=O)nn1 (stereo unspecified),-14%,-25
O=C(COC(=O)C1COc2ccccc2O1)c1ccccc1 (stereo unspecified),15%,11
COC(=O)C[C@@H]1C[C@@H]2c3cc(NS(=O)(=O)c4ccccc4)ccc3O[C@@H]2[C@@H](CO)O1,6%,11
CCCCN1C(=O)C(CC(=O)NCCCN(C)C)CC(C(=O)N(C(C)C)C(C)C)=C1C (stereo unspecified),8%,5
CCCNC(=O)c1cc(C2CCCCN2C(=O)c2cccs2)on1 (stereo unspecified),1%,-30
O=C(Nc1ccc2c(c1)OCCO2)C1c2ccccc2OCC(=O)N1CCc1c[nH]c2ccccc12 (stereo unspecified),-28%,14
COc1ccc(OC)c(NC(=O)C2(C)CCN2C(C)C)c1 (stereo unspecified),0%,-3
O=c1[nH][nH]c2c1[C@H](CCc1cccc(Cl)c1)O[C@H](C1CCCC1)C2,92%[activator],-9
Clc1cccc(Cc2c(-c3cccc(Br)c3)nc3c4ccccc4ccn23)c1,6%,25
COCCCNC(=O)c1ccc(-c2c(C)noc2C)c2ccoc12,-1%,227
C[C@H](NC(=O)[C@@H]1CCCN1C(=O)[C@@H]1CCCN1C(=O)OC(C)(C)C)c1ccccc1,9%,21
Cc1ccc(NC(=O)C2(C)CCN2Cc2ccc(OC(C)C)cc2)cc1 (stereo unspecified),8%,-19
CC1(C(=O)Nc2ccc3c(c2)OCCO3)CCC(=O)N1C1CCN(Cc2ccccc2)CC1 (stereo unspecified),5%,-16
Cc1ccc(C)c(OCC(=O)OCc2csc(CC(=O)Nc3ccccc3C)n2)c1,9%,7
Cc1cccc(NC(=O)c2ncn3c2C(=O)N[C@H](C)C3)c1,112%[activator],-15
CCCCC(=O)N(C)c1c(CC)nc2c(OCC(=O)C(C)(C)C)cccn12,3%,-10
COc1ccc(C(NC(=O)C2CCN(Cc3ccc(Oc4ccccc4)cc3)CC2)c2ccccc2C)cn1 (stereo unspecified),-23%,35
CCC(=O)N1CCC1(C)C(=O)Nc1ccc2scnc2c1 (stereo unspecified),5%,9
COc1ccc(C(C)(NC(C)=O)c2nc(-c3cnc4ccccc4c3)cs2)cc1 (stereo unspecified),-6%,30
Cc1ccc(C(O)(C(=O)OC(C)C)C(O)c2ccccc2)cc1 (stereo unspecified),2%,18
COc1cc(C(=O)N2CCCCC2c2cc(C(=O)N3CCOCC3)no2)cc(OC)c1C (stereo unspecified),-2%,19
O=C(O)Cn1nnc(-c2ccccc2)c1COc1ccccc1,-8%,10
CC1(C(=O)NCc2cccc3ccccc23)CCN1CCc1ccccc1 (stereo unspecified),-7%,-2
Clc1ccc(-c2nc3ccc(Cl)cn3c2Cc2cccc(Cl)c2)cc1,-1%,16
CC1=C(C(=O)N2CCCCCC2)CC(CC(=O)NC2CCCC2)C(=O)N1Cc1ccccc1 (stereo unspecified),-3%,-9
O=NN(Cc1cccnc1)C(=O)NC1CCCCC1,-4%,2
CNC(=O)OCc1cocc1COC(=O)NC,6%,2
CCCCn1nnnc1C1(C)CCC(=O)N1Cc1ccc(OC)c(OC)c1 (stereo unspecified),-1%,12
COCc1cccc(-c2csc(C(C)(O)c3ccccc3)n2)c1 (stereo unspecified),-5%,0
CC(C)C[C@H]1CN([C@@H](Cc2ccccc2)CN2CCC[C@H]2CN2C(=O)C(=O)NC[C@@H]2Cc2ccc(O)cc2)C(=O)C(=O)N1CC1CCCCC1,-4%,-20
COc1cc(F)ccc1-c1csc(C(NC(C)=O)c2cccc(F)c2)n1 (stereo unspecified),0%,13
CC(=O)Nc1cccc(-c2cc(NC=O)c3ncc(-c4cccc(C(C)=O)c4)n3c2)c1,37%[activator],85
COc1ccc(-c2cnc(C(O)c3ccc(C(C)(C)C)cc3)[nH]2)cc1 (stereo unspecified),11%,-11
CC1CCCCC1NC(=O)CN1CCC(NC(=O)C(C)(C)C)CC1 (stereo unspecified),-3%,22
C[C@H]1Cn2cnc(C(=O)N[C@H](C)c3ccccc3)c2C(=O)N1,60%[activator],-3
Cc1cc(=O)[nH]c2nc3ccccc3n12,-16%,-4
COC(=O)[C@@]1(Cc2ccc(F)cc2)[C@H]2c3cc(C(=O)N4CCCC4)n(CCN4CCNC4=O)c3C[C@H]2CN1C(=O)c1ccccc1,3%,-13
CCOc1ccc(Cl)cc1-c1cc(C(=O)NCc2cccc(C(F)(F)F)c2)[nH]n1,26%,-1
N#Cc1cccc(C(=O)C(=O)N2CCC(Cc3ccccc3)CC2)c1,-4%,?
CCCCCCNC(=O)O[C@]12C[C@@H](C(=O)OC)[C@@H](C(=O)OC)C[C@@]1(O)CN(S(=O)(=O)c1ccc(C)cc1)C2,1%,-14
CCc1nc2ccc(C(=O)Nc3cccc(OCC(=O)N(C)C)c3)cn2c1N(C)C(=O)c1ccncc1,-1%,-2
CC(OC(=O)CCNS(=O)(=O)c1ccc(Cl)cc1)C(=O)N(C)Cc1ccccc1 (stereo unspecified),3%,20
O=C(C=Cc1ccc2c(c1)OCO2)C=Cc1ccc2c(c1)OCO2,-21%,?
COCCNC(=O)C1(C)CCN(C(=O)/C=C/c2ccccc2)C1 (stereo unspecified),-1%,3
O=C(COc1ccc([N+](=O)[O-])cc1)NNC(=O)C1COc2ccccc2O1 (stereo unspecified),92%[activator],-3
CCc1nc2ccc(C(=O)NCc3ccccc3OC)cn2c1N(CC)CCOC,0%,-10
O=C(NCc1cccc(C(F)(F)F)c1)c1csc(COCCO)n1,-5%,10
O=C(NC(c1ccc(F)cc1)c1ccc2ccccc2n1)C1CCN(CCOc2ccc(Cl)cc2)CC1 (stereo unspecified),-8%,-10
O=C(NC1CCCCC1)C1c2ccccc2OCC(=O)N1C1CC1 (stereo unspecified),4%,-6
O=c1[nH]c(=O)n2c(c1-c1ccccc1)OC(CBr)C2 (stereo unspecified),-10%,-16
COc1ccc(C(=O)OCC2CN2c2cccc([N+](=O)[O-])c2)cc1 (stereo unspecified),-14%,-3
C=Cc1ccc(Cn2c(C)c(C(=O)NCc3ccc4c(c3)OCO4)sc2=O)cc1,-17%,5
C[C@@H]1CN([C@H](C)CO)C(=O)CCCn2nncc2CO[C@@H]1CN(C)C(=O)c1cc(-c2ccccc2)on1,4%,15
CCc1nc2c(OCc3cc(Cl)cc(Cl)c3)cccn2c1N(C)C(=O)c1ccccc1F,-20%,?
CCOC(=O)[C@]12CCC=C1N(Cc1ccccc1)C(=O)[C@H](CC(=O)NCc1ccc(OC)c(OC)c1)C2,-1%,17
CCOC(=O)[C@]12Cc3cc(OC)ccc3[C@H]1N(CC(=O)OC)C(=O)c1cc(OC)ccc12,-3%,-107*
CC(C)C[C@@H]1O[C@H](CCc2ccccc2)Cc2[nH][nH]c(=O)c21,22%,-2
O=[N+]([O-])c1ccc(Sc2ccncn2)c([N+](=O)[O-])c1,-24%,-86*

# Other records follow:
structure,AMA1 RON2 block,HCMV inh
COc1ccc(C(O)c2nc(-c3ccc4ccccc4c3)cs2)cc1 (stereo unspecified),-2%,-36
O=C(CSc1nnc(-c2cccc(Br)c2)o1)NCC1CCCO1 (stereo unspecified),-20%,-28
O=C(OCc1ccccc1)N1CCC2CC1c1c2cccc1N1CCOCC1 (stereo unspecified),15%,-14
CC(=O)c1ccc(OC2(C)CCN(Cc3ccc4c(c3)OCCO4)C2)cc1 (stereo unspecified),-7%,54
CCCCn1c(N)c(N(CCOC)C(=O)c2oc3c(Cl)cccc3c2C)c(=O)[nH]c1=O,0%,75
O=C(Nc1cccc(OC(F)(F)F)c1)c1ccc(-c2cccnc2)c2ccoc12,45%[activator],20
CC(C)(C)OC(=O)N1CCN(C(c2ccnc3ccccc23)c2nnnn2-c2ccc3c(c2)OCCO3)CC1 (stereo unspecified),1%,38
CC(C)(C)c1ccc(S(=O)(=O)NC(=O)C2(C)CCN2C(=O)CC2CCCCC2)cc1 (stereo unspecified),0%,-10
Cc1ccc(C(=O)OCC(=O)NC2CCCCCCC2)cc1C,5%,-32
O=C(Nc1ccc2nc([C@@H]3O[C@H](CO)[C@@H](O)[C@H](O)[C@H]3O)[nH]c2c1)NC(c1ccccc1)c1ccccc1,-3%,47
CCc1nc2ccc(C(=O)NCc3ccc(OC)cc3)cn2c1N(C)Cc1ccc(OC)cc1,-14%,28
CC(C)CN1Cc2cc(-c3cccc(F)c3)ccc2-n2nncc2C1,3%,-7
CCc1nc2ccc(C(=O)Nc3cccc(OCC(=O)N(C)C)c3)cn2c1N(C=O)Cc1ccc(OC)cc1,3%,-33
CCOC(=O)c1ccc(CN2CCCC(C)(C(=O)NCCOC)C2)cc1 (stereo unspecified),6%,6
CCCCNC(=O)C1(C)CCN1C(=O)c1cc(C)n(C(C)(C)C)n1 (stereo unspecified),10%,-20
COC(=O)C[C@@H]1CC[C@@H](NC(=O)c2ccccc2F)[C@@H](CO)O1,2%,-24
O[C@@H]1C[C@H](c2ccc(Cl)cc2)N(Cc2cccs2)C[C@H]1n1cc(-c2ccc(F)cc2)nn1,-6%,-13
Oc1ccc(C[C@H]2CNC(=S)N2C[C@H]2CCCN2C[C@H](Cc2ccccc2)N2C[C@H](Cc3ccc(O)cc3)N(CC3CCCCCC3)C2=S)cc1,23%,?
COc1cccc(S(=O)(=O)N(C)C[C@H]2Oc3ncc(Br)cc3C(=O)N([C@@H](C)CO)C[C@@H]2C)c1,0%,-12
CCc1nc2ccc(C(=O)Nc3ccc(OC)c(OC)c3)cn2c1N(CC)Cc1cccc(Br)c1,3%,-8
COC(=O)[C@]12CCCCC=C1N(Cc1ccccc1)C(=O)[C@H](CC(=O)NCC1CCCCC1)C2,-7%,-5
CCOC(=O)C1(C)CCN1C(=O)c1cc2ccccc2s1 (stereo unspecified),-9%,13
Cc1ccc(C(=O)Nc2cccnc2)cc1C,-5%,40
Cc1ccc(NC(=O)C2(C)CCN2C(C)C)cc1C (stereo unspecified),-3%,-5
COc1ccccc1NC(=O)Cc1nc(=O)[nH]c(=O)[nH]1,0%,-12
NC(Cc1ccc(F)cc1)c1csc(Nc2ncccn2)n1 (stereo unspecified),102%[activator],-18
Cc1cccc(C)c1-n1nnnc1C1(C)CCC(=O)N1Cc1cccs1 (stereo unspecified),2%,-21
CCN(CC)C(=O)C1=C(C)N(CCCN2CCCC2=O)C(=O)C(CC(=O)NC(c2ccccc2)c2ccccc2)C1 (stereo unspecified),-4%,11
COc1ccc(C(C)(NC(C)=O)c2nc(-c3cc(F)cc(F)c3)cs2)cc1 (stereo unspecified),-7%,48
Cc1c(C(=O)NCc2ccc(F)cc2)sc(=O)n1Cc1ccc(Cl)c(Cl)c1,-2%,6
COCCNC(=O)C1(C)CCCN(C(=O)c2ccccc2C(F)(F)F)C1 (stereo unspecified),0%,-5

# Shown with each value named: part of the list above
COc1ccc(C(C)(NC(C)=O)c2nc(-c3cc(F)cc(F)c3)cs2)cc1 (stereo unspecified)
  AMA1 RON2 block = -7%	HCMV inh = 48

CCN(CC)C(=O)C1=C(C)N(CCCN2CCCC2=O)C(=O)C(CC(=O)NC(c2ccccc2)c2ccccc2)C1 (stereo unspecified)
  AMA1 RON2 block = -4%	HCMV inh = 11

COCCNC(=O)C1(C)CCCN(C(=O)c2ccccc2C(F)(F)F)C1 (stereo unspecified)
  AMA1 RON2 block = 0%	HCMV inh = -5

Cc1cccc(C)c1-n1nnnc1C1(C)CCC(=O)N1Cc1cccs1 (stereo unspecified)
  AMA1 RON2 block = 2%	HCMV inh = -21

# No new results follow: entries from further up.
structure,AMA1 RON2 block,HCMV inh
COc1ccc(C(C)(NC(C)=O)c2nc(-c3cc(F)cc(F)c3)cs2)cc1 (stereo unspecified),-7%,48
Cc1c(C(=O)NCc2ccc(F)cc2)sc(=O)n1Cc1ccc(Cl)c(Cl)c1,-2%,6
COCCNC(=O)C1(C)CCCN(C(=O)c2ccccc2C(F)(F)F)C1 (stereo unspecified),0%,-5
